# From PubChem
# LmPK inhibitor: qHTS Assay for Inhibitors of Leishmania Mexicana Pyruvate Kinase (LmPK); Q27686; purified LmPK, Kinase-Glo ATP luminescence, 1 h; Potency, µM (highest dose often 57.5 µM), for inactives: top-dose activity change, negative = inhibition, actives largely listed as inhibitors; 0.37% of 290,000 active; AID 1721, 2009
# Target sequence (Q27686 whole entry, looked up): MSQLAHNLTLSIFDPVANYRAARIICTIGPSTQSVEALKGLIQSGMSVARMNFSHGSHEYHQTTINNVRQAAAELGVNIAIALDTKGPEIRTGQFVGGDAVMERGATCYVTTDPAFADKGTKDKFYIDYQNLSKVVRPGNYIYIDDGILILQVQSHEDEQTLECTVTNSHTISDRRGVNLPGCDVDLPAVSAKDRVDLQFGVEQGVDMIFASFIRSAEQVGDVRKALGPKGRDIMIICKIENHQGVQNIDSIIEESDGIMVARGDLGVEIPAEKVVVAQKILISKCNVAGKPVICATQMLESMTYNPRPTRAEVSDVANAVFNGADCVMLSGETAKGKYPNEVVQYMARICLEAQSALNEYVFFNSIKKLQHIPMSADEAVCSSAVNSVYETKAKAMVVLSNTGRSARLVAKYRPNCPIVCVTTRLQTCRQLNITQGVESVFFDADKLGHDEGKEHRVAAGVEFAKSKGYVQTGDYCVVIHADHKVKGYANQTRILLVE
#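 0.1 nM LmPK, 0.5 mM PEP, 0.1 mM ADP; 50 mM imidazole pH 7.2, 7 mM MgCl2, 50 mM KCl; 1 h RT. Kinase-Glo luminescence readout, normalized to no-enzyme (full inhibition) and uninhibited wells.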
# HCV inhibitor: qHTS Assay for Inhibitors of Hepatitis C Virus (HCV); Huh7.5.1 HCVcc-Cre infection, luciferase reporter, 44 h; 3.4% of 340,000 active; Potency, µM (series often up to 41.8 µM), for the others: at the highest dose activity change, negative = inhibition, most hits filed as inhibitors
#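 Antiviral activity was scored by luciferase reporter output from cells infected with HCVcc-Cre (~0.5 moi) in presence of compound, 44 h infection period, cells seeded 1,000/well 4 h prior.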
# Pf growth 96h: Primary qHTS for delayed death inhibitors of the malarial parasite plastid, 96 hour incubation; P. falciparum luciferase reporter growth, 96 h; Potency, µM (titrated, usually from 28.7 µM), for the others: top-dose activity change, negative = inhibition, most hits filed as inhibitors; 6.9% of 320,000 active
#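 Compounds incubated with erythrocytes infected by luciferase-expressing P. falciparum (2% hematocrit, 0.05% parasitemia final) for 96 hours, 37 C in 5% CO2. Growth inhibition scored as decreased luciferase luminescence.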
# Pf growth 48h: Primary qHTS for delayed death inhibitors of the malarial parasite plastid, 48 hour incubation; P. falciparum luciferase growth in erythrocytes, 48 h; Potency, µM (highest dose often 28.7 µM), for inactives: top-dose activity change, negative = inhibition, most hits filed as inhibitors; 5.9% of 310,000 active
#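 First compound was added to culture medium, then infected red cells at 0.1% parasitemia and 2% hematocrit (final). After incubation at 37 C under 5% CO2, luciferase detection reagent was dispensed and light output recorded.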
# TbPYK inhibitor: qHTS of Trypanosoma Brucei Inhibitors. pyruvate kinase (Trypanosoma brucei), Q57TT1. TbPYK enzyme, Kinase-Glo Plus ATP luminescence, 45 min. Potency, µM (top dose mostly 76.8 µM), for inactives: top-dose activity, negative = inhibition, actives largely listed as inhibitors. 0.12% of 410,000 active. AID 624173, 2012; further: nearly all actives have a fitted effect of over 50% in size
#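 TbPYK + substrate in 50 mM TEA pH 7.2, 100 mM KCl, 10 mM MgCl2, 0.05% BSA, 0.01% Tween-20; cpd pinned; ADP 130 uM final; 45 min RT; Kinase-Glo Plus 10 min; luminescence endpoint.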
# Sm TGR inh: qHTS Assay for the Inhibitors of Schistosoma Mansoni Peroxiredoxins. Potency, µM (series often up to 114 µM), for the others: at the highest dose activity change, negative = inhibition, actives largely listed as inhibitors. purified TGR, DTNB reduction, TNB absorbance 405 nm. AID 485364, 2010. Schistosoma mansoni thioredoxin glutathione reductase (TGR), Q962Y6. 3% of 360,000 active; further: nearly all actives have a fitted effect of over 60% in size
#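 TGR 20 nM + NADPH 100 uM (dispensed conc.), cpd preinc 15 min RT; start with NADPH (500 uM addition) then DTNB (15 mM addition). Kinetic TNB absorbance, 405 nm filter. Four-parameter Hill fit across titration.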
# * = called active by the depositor; ? = inconclusive; . = not tested or not shown; & = joins results of further samples; [ ] = remark or other dose. The call rests on the fitted dose curve; in most records, active means well fitted curve in the direction sought with a large enough effect; inconclusive means small, poorly fitted or top-dose-only effect, or another doubt; inactive means no such curve, though single readings can be large; an effect the other way counts as inactive or inconclusive. On the % scale 0 is the no-effect control and ±100 the full control effect; potency means the concentration at half of the fitted maximal effect.
# Values run as follows: LmPK inhibitor | HCV inhibitor | Pf growth 96h | Pf growth 48h | TbPYK inhibitor | Sm TGR inh
> O=C(NN1C(=O)C2C(C1=O)C1C=CC2C12CC2)c1ccc(Cl)cc1 (stereo not given)
    1% | 4% | -19% | -25% | 1% | 0%
> Cc1ccc2[nH]c(O)c(N=NC(=O)c3ccc(NS(=O)(=O)c4cccs4)cc3)c2c1
    1% | ? | ? | ? | 6% | -4%
> CCOC(=O)Cn1nnnc1C(CC)N(Cc1cc2ccc(C)cc2[nH]c1=O)C1CCCC1 (stereo not given)
    -2% | 10%&6% | 21% | ? | 6% | 25%
> CC(C)c1ccc(NC(=O)NCc2ccc3c(c2)OCO3)cc1
    -6% | ? | 112%[activator] | 7% | 3% | 0%
> CCOc1ccc2oc(C(=O)N(CC)CC(=O)Nc3c(F)cccc3F)c(C)c2c1
    . | ? | ? | ? | 3% | 3%
> COc1ccc(NC(=O)N2CCC(O)(c3cccnc3)CC2)c(OC)c1
    0% | 2% | . | -2% | 1% | 4%
> O=C(COc1ccc2ccccc2c1)N1CCN(c2ccccc2)CC1
    . | -4% | 30% | 33%[activator] | -2% | -4%
> O=C(Nc1ccc(S(=O)(=O)N2CCOCC2)cc1)c1ccc(CN2CCc3ccccc3C2)cc1
    -1% | ? | -62% | 12µM* | -4% | 3%
> S=C(NCCCNC(=S)Nc1ccccc1)Nc1ccccc1
    -4% | 5% | -5% | -8% | 32% | -34%
> O=[N+]([O-])O[C@H]1CO[C@H]2[C@@H]1OC[C@H]2O[N+](=O)[O-]
    . | -4% | -20% | 6% | -10% | -2%
> O=C(C1CCCCN1S(=O)(=O)c1ccccc1)N1CCN(C(c2ccccc2)c2ccccc2)CC1 (stereo not given)
    5% | 13µM* | 1.9µM* | 1.9µM* | -7% | 18%
> CCOC(=O)N1CCC(NC(=O)c2ccc(CS(=O)(=O)c3c(Cl)cccc3Cl)o2)CC1
    -4% | 4%&-13% | ? | -9% | 0% | ?
> CCC(C)Oc1cc(-c2ccnc(Nc3cccc(Cl)c3)n2)ccn1 (stereo not given)
    -3% | 12% | ? | ? | ? | 3%
> CC(=O)OC(C(=O)NCCc1ccccc1)c1cccnc1 (stereo not given)
    1% | 10% | 20% | 23% | 2% | 4%
> COc1ccc(-c2nc(C#N)c(N3CCN(C(=O)c4ccco4)CC3)o2)cc1OC
    -8% | -22% | ? | 5% | 2% | -1%
> COc1ccc(CN(C)C(=O)c2ccc(COc3ccccc3)cc2)c(OC)c1
    -3% | ? | ? | ? | -3% | 2%
> Cc1cccc(NC(=O)CCNS(=O)(=O)c2cccc3nonc23)c1
    14% | 19% | -5% | 7% | -2%&0% | -1%&6%
> Cc1c(/C=N/NC(=O)c2cccnc2)cc(C#N)n1C
    -3% | 22% | 28% | 9% | 4% | -6%
> CC1CCc2c(sc3ncnc(NCCN4CCOCC4)c23)C1 (stereo not given)
    -6% | ? | -21% | 11% | -5% | -11%
> C[N+]12CCC(CC1)C(OC(=O)C(O)(c1ccccc1)c1ccccc1)C2 (stereo not given)
    0% | -1%[8.37 µM] | ? | ? | -4% | 2%
> CCCC(=O)Nc1ccccc1NC(=O)C1CCCCC1
    4% | -14% | ? | 8% | 0% | -8%
> Cn1c(C(O)c2ccc(Br)cc2)nc(Cl)c1Cl (stereo not given)
    1% | -3% | ? | ? | -3% | 8%
> COc1ccc(OC)c(C(=O)Cn2c3[n+](c4ccc(C(F)(F)F)cc42)CCCCC3)c1
    -5% | 20% | 0.52µM* | ? | 6% | -6%
> COc1ccc(S(=O)(=O)N2c3ccccc3OCC2c2ccccc2)cc1 (stereo not given)
    -2% | ? | ? | 13µM* | -2% | 4%
> Cc1ccc(C(C)C)c(OCc2nn(CC(=O)c3ccc(Cl)cc3)c3[n+]2CCCCC3)c1
    0% | ? | ? | 12µM* | -2% | -13%
> O=C(c1ccco1)N1CCN(C(=O)C(Cc2ccccc2)NS(=O)(=O)c2cccs2)CC1 (stereo not given)
    2% | 16% | 12% | 18% | ? | 25µM*
> Cc1ccc(-c2nnc(N3CCN(c4ccccn4)CC3)c3ccccc23)cc1
    0% | ? | -9% | 13µM* | 3% | 3%
> CCC[C@@H]1C[C@@H](C(=O)N[C@@H]([C@H]2O[C@H](SC)[C@H](O)[C@@H](O)[C@H]2O)[C@@H](C)O)N(C)C1
    . | . | 0.17µM* | 2.7µM* | 4% | .
> COc1ccc(S(=O)(=O)N(CCCN2CCCC2=O)Cc2cc3c(C)cc(C)cc3[nH]c2=O)cc1
    4% | ? | -18% | 9.3µM* | -9% | -14%
> C/C(=N\NC(=O)CN(c1ccccc1)S(=O)(=O)c1ccccc1[N+](=O)[O-])C(C)(C)C
    -1% | 4% | 12µM* | ? | -1% | -11%
> COc1ccc(/C(C)=N/NC(=O)c2ccc3nc[nH]c3c2)cc1
    -1% | 12% | ? | 2% | -9% | -7%
> CCOc1ccccc1C(=O)Nc1nnc(COC)s1
    -2% | 7.1µM* | -22% | 13% | -3%&-4% | 17%&13%
> O=C(O)CSc1nc2ccccc2nc1Cc1ccccc1F
    1% | 9% | -29% | . | -3% | 30%
> Cc1ccc(OCC(=O)Nc2ccc(C(N)=O)cc2)cc1
    5% | 16% | ? | 20% | -3% | 6%
> CC(=O)c1ccc(N2CCN(C(=O)CCCc3nc4ccccc4s3)CC2)cc1
    4% | ? | ? | ? | -5% | -9%
> CC(=O)c1ccc(-c2ccc(C(=O)Nc3nc(C)c(C(C)=O)s3)o2)cc1
    . | -10% | -6% | 36%[activator] | -9% | -17%
> Fc1ccccc1Nc1ncnc2c1nnn2Cc1ccccc1
    1% | -6% | 14% | 7% | -9% | 5%
> O=C(CCCn1c(SCC(=O)Nc2ccccc2Cl)nc2ccccc2c1=O)NCC1CCCO1 (stereo not given)
    0% | ? | -3% | ? | 3% | -6%
> Cc1occc1C(=O)/C(C#N)=C/c1ccc(O)c(Br)c1
    -5% | 1% | -17% | -7% | -9% | ?
> CC(=O)Oc1ccc2nc(-c3ccco3)oc(=O)c2c1
    -6% | 7% | -28% | -4% | -2% | ?
> O=C(C[n+]1ccn(CCCNP2(=O)C=C(c3ccccc3)OC(c3ccccc3)=C2)c1)c1ccccc1
    0% | -5% | ? | ? | -1% | -3%
> Cc1cc(C)cc(-n2c(SCC(=O)NCc3ccco3)nc3ccccc3c2=O)c1
    9% | ? | . | -28% | -7% | -3%
> CCN(CC)c1ccc(/C=N/NC(=O)c2ccco2)c(O)c1
    -15% | ? | -86% | ? | 1% | 8%
> O=C(CNS(=O)(=O)c1ccc(Br)cc1Cl)OCC(=O)N1CCCC1=O
    . | 24% | ? | -16% | 2% | -6%
> CNc1nc(-c2ccccc2)cc(C)c1S(C)(=O)=O
    1% | ? | -25% | -6% | 4% | 5%
> Cc1ccc(CNC(=O)COC(=O)c2ccc(Br)cc2)cc1
    0% | -5% | 22% | 4% | 9% | -3%
> O=C(CNCc1cccs1)Nc1ccc(N2CCCCCC2)cc1
    -5% | 2% | 13% | -30% | 5% | 7%
> COc1ccc(N2CCN(C(c3cccs3)C(C)NC(=O)C(=O)N3CCOCC3)CC2)cc1 (stereo not given)
    7% | 7% | -2% | ? | -7% | 5%
> CC(C)OCCCNC(=O)CCSc1ccc(Cl)cc1
    -4% | -11% | . | 19% | -3% | -11%
> Cc1nnc(SCC2=C(C(=O)O)N3C(=O)C(NC(=O)Cn4nc(C(F)F)cc4C)C3SC2)s1 (stereo not given)
    -1% | 3% | ? | ? | -4% | 40µM*
> CC1(C)OC1COc1c2ccoc2cc2oc(=O)ccc12 (stereo not given)
    4% | -9% | 0.37µM* | -3% | 0% | 8%
> CC(=O)NCC(=O)OCC(=O)c1ccc2ccccc2c1
    -8% | -10% | 5% | . | -12% | -1%
> O=C(COc1ccc2c(C(F)(F)F)cc(=O)oc2c1)Nc1ccc2c(c1)OCCO2
    3% | 8% | . | 11% | 6% | -1%
> COc1ccccc1CCNC1C2CC3CC(C2)CC1C3 (stereo not given)
    -3% | -14% | ? | ? | -14% | -13%
> CC1CN(C(=O)C2CCCC2)C(C)CN1C(=O)C1CCCC1 (stereo not given)
    -9% | 22% | 9% | 6% | -8% | 2%
> CCN1C(=O)/C(=C/c2cn(C)nc2C)SC1=S
    -1% | 4% | -7% | . | 11% | -10%
> O=C(NCc1cccnc1)Nc1cccc(C(F)(F)F)c1
    0% | -7% | 1.5µM* | -21% | -1% | 2%
> COc1ccc(CNC(=O)c2ccccc2C(=O)O)cc1
    -3% | -12% | -2% | 1% | -7% | -9%
> Nc1c(C(=O)C2CC2)sc2nc3c(cc12)CCC3
    -3% | -12% | -2% | 123%[activator] | 10% | 15%
> COc1ccc(NC(=O)Cc2ccc(C)cc2)cc1S(=O)(=O)N1CCCCC1
    . | ? | ? | ? | 2% | -5%

# (next part)
# Values run as follows: LmPK inhibitor | HCV inhibitor | Pf growth 96h | Pf growth 48h | TbPYK inhibitor | Sm TGR inh
> COc1ccc(C(=O)OCC2CC(c3ccccc3)N(C)O2)cc1 (stereo not given)
    4% | -20% | 36%[activator] | 28% | -14% | 8%
> CCOC(=O)C(C)N1C(=O)S/C(=C/c2ccc3c(c2)n(C)c(=O)n3C)C1=O (stereo not given)
    2% | -12% | -28% | ? | 1% | -29%
> CCCCCCNCc1c(F)cccc1Cl
    -2% | 8% | 30%[activator] | 0% | -4% | -14%
> Cc1ccc(OCC(=O)NC2CC(C)(C)NC(C)(C)C2)cc1C
    0% | -4% | 9% | 11% | 1% | 7%
> Cc1[nH]c(=O)[nH]c(=O)c1S(=O)(=O)Nc1ccc(F)cc1Cl
    -3% | 24% | ? | 27% | 7% | -1%
> COc1cc(NC(=O)Nc2cccc(Cl)c2)c(OC)cc1NC(=O)CN1CCCCC1
    1% | ? | 15% | ? | 9% | -5%
> COc1ccc(CN2CCN(S(=O)(=O)c3ccc(F)cc3)CC2)c(OC)c1OC
    3% | ? | . | . | 48%[activator] | -19%
> Cc1cc(C)c(NC(=O)COc2nc3ccccc3nc2C)c(C)c1
    -1% | 11µM* | 31%[activator] | 9% | 6% | 5%
> Cc1nc(-c2ccc(NC(=O)c3ccc(Br)o3)cc2)cs1
    ? | ? | 21% | 175%[activator] | -24% | -15%
> CCOC(=O)c1cc(C(=O)NN)c(=O)[nH]c1C
    -3% | 10% | 25% | 88%[activator] | -7% | 9%
> Nc1ccnc(Oc2ccc(F)cc2)c1
    -3% | 0% | 40%[activator] | 33%[activator] | 1% | 3%
> COc1ccc(NC(=O)CS(=O)(=O)c2ccc(C)cc2)c(OC)c1
    -3% | 1% | -19% | -2% | -3% | -18%
> Cc1ccc(NC(=O)CCS(=O)(=O)c2ccc3c(c2)NC(=O)C(C)S3)cc1Cl (stereo not given)
    13% | 16% | 4% | 6% | -2% | -19%

# Structures listed so far containing a cyano group (three):
# Values run as follows: LmPK inhibitor | HCV inhibitor | Pf growth 96h | Pf growth 48h | TbPYK inhibitor | Sm TGR inh
> COc1ccc(-c2nc(C#N)c(N3CCN(C(=O)c4ccco4)CC3)o2)cc1OC
    -8% | -22% | ? | 5% | 2% | -1%
> Cc1c(/C=N/NC(=O)c2cccnc2)cc(C#N)n1C
    -3% | 22% | 28% | 9% | 4% | -6%
> Cc1occc1C(=O)/C(C#N)=C/c1ccc(O)c(Br)c1
    -5% | 1% | -17% | -7% | -9% | ?

# An excerpt from above, reduced to TbPYK inhibitor:
SMILES,TbPYK inhibitor
Cc1cc(C)c(NC(=O)COc2nc3ccccc3nc2C)c(C)c1,6%
Cc1nc(-c2ccc(NC(=O)c3ccc(Br)o3)cc2)cs1,-24%

# Not a hit list. Share with any hit: about 16%.
